MEX-5 binding: MEX-5 zinc finger RNA-binding disruptors – biochemical, C. elegans, fluorescence polarization, MLPCN library, primary screen | 300,000 tested, 0.38% active | Zinc finger protein mex-5 (Caenorhabditis elegans), Q9XUB2 | AID 1832, 2009 | activity score (negative = inhibition of binding), % at 10 µM | MEX-5/FITC-TCR2 RNA binding; stronger effect = lower value;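 active = inhibition past about -25% in most replicates, and total fluorescence under double the plate's negative control median, limit read from the data; inconclusive = replicates evenly split on the limit, or fluorescence at least double controls; inactive = too little inhibition in most replicates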;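 also: 0% = DMSO and -100% = 5 µM competing unlabeled TCR2 RNA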
AGP1-GFP MLPCN: modulators of AGP1-GFP expression in yeast TOR pathway, primary screen, cell-based, multiplex flow cytometry, S. cerevisiae, MLPCN library | 3 h; GFP as percent of DMSO wells | 320,000 tested, 0.02% active | GFP response vs DMSO, % at 10 µM | AID 2066, 2009;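 active = GFP response relative to DMSO above a set limit, near screen average plus 3 SD, cut at about 150% in these data; inconclusive = fewer than 70 cells counted for the yeast strain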;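 also: median GFP channel fluorescence of the gated AGP1 strain per well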
GRK2 aptamer HTS: compounds blocking aptamer binding on GRK2 – biochemical, human GRK2, bead flow cytometry, HTS, primary screen. Beta-adrenergic receptor kinase 1 (Homo sapiens), P25098. FAM-aptamer displacement from GRK2. inhibition of aptamer binding, % at 10 µM. 330,000 tested, 0.59% active;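 active = inhibition of aptamer binding above 40%, roughly 3 SD of noise, on plates passing a quality check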;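 also: median bead fluorescence of bound FAM aptamer so fluorescent compounds give negative values; no value below 0 was filed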
GLD-1 RNA inh: GLD-1/TGE RNA complex disruptors, primary screen, biochemical, fluorescence polarization; Female germline-specific tumor suppressor gld-1 (Caenorhabditis elegans), Q17339; purified GLD-1 + fluorescein TGE RNA; inhibition, % at 5.96 µM; 320,000 tested, 0.44% active;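 active = percent inhibition above a per-plate cutoff, the plate mean of test compounds plus 3 SD, cut at about 30% in these data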;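 also: 0% = DMSO wells with GLD-1 and probe and 100% = wells lacking GLD-1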
VLA-4 inh: inhibition in human VLA-4 binding assay, primary screen, VLA-4 allosteric modulator project, MLPCN library, flow cytometry, VLA-4 expressing cells; 330,000 tested, 0.2% active; AID 2557, 2010; ligand binding flow cytometry; inhibition, % (about 7 µM as worked out from the volumes in the protocol); Integrin alpha-4 (Homo sapiens), P13612; in the data active = inhibition above about 50%
Target sequence (P13612 whole entry, looked up): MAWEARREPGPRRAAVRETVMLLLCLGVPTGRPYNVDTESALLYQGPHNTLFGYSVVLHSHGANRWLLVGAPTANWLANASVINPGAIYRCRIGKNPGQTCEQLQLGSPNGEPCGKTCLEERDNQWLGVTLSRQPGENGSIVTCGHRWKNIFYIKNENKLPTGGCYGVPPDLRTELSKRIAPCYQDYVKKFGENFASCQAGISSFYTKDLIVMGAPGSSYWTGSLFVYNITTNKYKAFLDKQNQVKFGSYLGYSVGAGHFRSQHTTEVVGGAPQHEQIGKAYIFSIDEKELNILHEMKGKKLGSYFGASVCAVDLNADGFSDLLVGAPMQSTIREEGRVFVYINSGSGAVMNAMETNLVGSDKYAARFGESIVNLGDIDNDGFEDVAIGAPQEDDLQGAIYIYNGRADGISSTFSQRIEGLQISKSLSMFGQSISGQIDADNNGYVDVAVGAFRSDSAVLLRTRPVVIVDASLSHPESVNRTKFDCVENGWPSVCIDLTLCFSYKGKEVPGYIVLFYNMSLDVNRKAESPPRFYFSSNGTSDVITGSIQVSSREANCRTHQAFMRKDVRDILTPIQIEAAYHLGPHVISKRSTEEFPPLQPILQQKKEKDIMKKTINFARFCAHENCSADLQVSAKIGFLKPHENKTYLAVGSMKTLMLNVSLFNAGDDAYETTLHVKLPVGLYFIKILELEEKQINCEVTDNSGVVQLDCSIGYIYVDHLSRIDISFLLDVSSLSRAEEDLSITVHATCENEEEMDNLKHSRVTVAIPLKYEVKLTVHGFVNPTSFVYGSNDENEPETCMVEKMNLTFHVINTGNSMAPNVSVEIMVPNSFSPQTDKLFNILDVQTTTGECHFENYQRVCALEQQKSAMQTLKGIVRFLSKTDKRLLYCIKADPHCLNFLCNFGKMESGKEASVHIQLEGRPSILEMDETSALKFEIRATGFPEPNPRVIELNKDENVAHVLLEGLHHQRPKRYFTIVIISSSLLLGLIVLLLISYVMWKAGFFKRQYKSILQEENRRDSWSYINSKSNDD
CR mimetic SO: reduction of superoxide in aged yeast, primary screen, HTS | S. cerevisiae aged cells, superoxide DHE fluorescence; stronger effect = lower value | superoxide response (% of plate mean), % at 10 µM | 330,000 tested, 0.18% active | AID 2690, 2010;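 active = superoxide response under a set limit, about three screen SD below normal, cut at about 65% in these data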;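 also: yeast aged for seven days with compound at 30 °C before DHE staining; 100% = average MFI of all compound-treated wells on the plate with controls excluded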
MCL1-BIM inh: inhibitors of MCL1 binding to BIM-BH3, primary screen, biochemical, fluorescence polarization. GST-MCL1 / FITC-Bim-BH3 fluorescence polarization. inhibition, % at 10.9 µM. 320,000 tested, 0.68% active. AID 2057, 2009;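 active = inhibition above the mean inhibition of all tested compounds plus 3 SD, set per campaign, cut at about 40% in these data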;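 also: 0% = DMSO wells and 100% = unlabeled Bim-BH3 peptide control; higher means more loss of mP so more displacement of Bim peptide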
Bcl-xL primary: inhibitors of human Bcl-xL, primary screen, biochemical, fluorescence polarization, HTS. AID 2129, 2009. inhibition, % at 10.9 µM. Bcl-2-like protein 1 (Homo sapiens), Q07817. 320,000 tested, 0.7% active. GST-Bcl-xL / FITC-Bim BH3 peptide fluorescence polarization;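 active = inhibition above the mean of all tested compounds plus 3 SD, cutoff set per campaign, cut at about 30% in these data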;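 also: 0% = DMSO wells and 100% = unlabeled Bim-BH3 peptide competitor; inhibitors lower millipolarization by displacing the labeled peptide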
CIT2 TOR yeast: modulators of CIT2-GFP expression in yeast, primary screen, S. cerevisiae, GFP fusion, multiplex flow cytometry, MLPCN library | S. cerevisiae CIT2-GFP strain, 3 h; 100 means same as DMSO wells | 320,000 tested, 0.065% active | AID 2029, 2009 | GFP response vs DMSO, % at 10 µM;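 active = GFP response relative to DMSO above a set limit, near the screen mean plus 3 SD, cut at about 150% in these data; inconclusive = Fewer than 70 cells measured for a yeast strain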;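 also: ratio of well median GFP fluorescence to mean of DMSO wells on the plate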
* = called active by the depositor; ? = inconclusive; / = no result given; [ ] = dose if it differs, or a comment. No enrichment for hits, and some 2.1% of all compounds hit somewhere here.

Second line of a record – GRK2 aptamer HTS	GLD-1 RNA inh	AGP1-GFP MLPCN	VLA-4 inh	Bcl-xL primary	CIT2 TOR yeast	MCL1-BIM inh	CR mimetic SO	MEX-5 binding
COc1ccc(OC)c(S(=O)(=O)Nc2ccccc2SC)c1
→ 3	3	99	14	7	112	8	92	-3.9
COc1cccc(/C(O)=C2/C(=O)C(=O)N(CCN(C)C)C2c2ccc(Br)cc2)c1 (centres undefined)
→ 0	-10	103	2	4	97	-4	113	1.2
O=C(CCc1ccncc1)NC1CCCc2c1cnn2-c1ccc(F)cc1F (centres undefined)
→ 0	-4	106	-4	7	109	6	84	-0.9
Cc1cc(=O)[nH]c(SCC(=O)N2CCN(C(c3ccccc3)c3ccccc3)CC2)n1
→ 0	4	105	8	4	109	6	85	1.4
O=S(=O)(NCC(O)COCc1ccco1)c1cccs1 (centres undefined)
→ 21	12	85	11	10	87	7	98	-1.2
CC(C)(C)c1ccc(Cn2nnc3c(=O)[nH]c(C4CCN(C(=O)Cc5cccs5)CC4)nc32)cc1
→ 0	1	109	3	-2	105	1	95	2.9
COc1ccc(C(=O)Nc2ccccc2N2CCN(C(=O)C(C)C)CC2)cc1Cl
→ 0	7	97	6	2	95	13	103	1.2
O=C(COc1ccc(Cl)cc1)Nc1cnn(Cc2c(Cl)cccc2Cl)c1
→ 1	5	102	8	7	96	2	107	-1.8
Cc1cc(NC(=O)CCC(=O)N(Cc2ccco2)C(C)(C)C(=O)NC2CCCCC2)no1
→ 0	0	100	22	1	98	7	95	1.9
COc1ccc(CNC(=O)C(C)OC(=O)CN2C(=O)COc3ccccc32)cc1 (centres undefined)
→ 0	5	98	-3	5	96	13	93	0.1
CC(=O)O[C@@H]1[C@@]2(C)O[C@H]2CC[C@]23O[C@H]2[C@H](OC3=O)C2=C(C)C(=O)O[C@@]21O
→ 4	2	86	0	0	98	-4	99	0.9
CCn1c(SCc2nc3ccccc3[nH]2)nnc1-c1cnccn1
→ 1	3	103	7	-2	103	-9	88	2.8
Cc1ccccc1C(=O)N1c2ccccc2OCC1C(C)(C)C (centres undefined)
→ 1	5	102	7	2	105	11	96	1.9
Nc1ccc2c3c(cccc13)CC2
→ 0	-28	107	-345	38*	96	14	107	2.3
Cc1ccc(C(=O)Nc2sc(C)c(C)c2C(=O)c2ccccc2)cc1
→ 0	2	100	-2	10	96	17	96	1.7
COc1ccc(COC(=O)c2ccc(Cl)c(S(=O)(=O)N3CC(C)OC(C)C3)c2)cc1 (centres undefined)
→ 9	4	100	-13	0	100	5	90	-0.6
Cc1cccc2nc(COc3ccc4ccccc4c3Br)cn12
→ 2	-1	96	-1	7	76	10	94	0.1
CC1(C)C(=O)OC(c2cccn2-c2ccc([N+](=O)[O-])cc2)C(C)(C)C1=O (centres undefined)
→ 4	1	98	4	-1	94	5	102	0.7
CC(C)C[C@H](NC(=O)N1CCn2c1nc1ccccc12)C(=O)NCCc1ccccc1
→ 4	8	102	5	6	103	4	106	0.3
CC(=O)c1ccc(-n2c(=O)[nH]c(=O)c3c(N)c(C(=O)c4ccc(Cl)cc4)sc32)cc1
→ 7	1	108	3	5	98	9	92	-2.2
O=C(/C=C/c1ccccc1)NCc1ccco1
→ 2	3	99	-5	3	81	-4	88	2.7
CCOc1ccc(NS(=O)(=O)c2ccc(NC(C)=O)c(OC)c2)cc1
→ 0	-1	85	-4	1	86	0	100	-1.5
CC(C)(C)c1ccc(OCCCn2ccnc2)cc1
→ 1	-92	98	4	-3	106	-14	106	4.1
O=c1cc(CCl)nc2sc3ccccc3n12
→ 3	-4	22	4	6	72	11	121	0.6
Cc1ccc(CNC(=O)c2ccc3c(=O)n(CC4CCCO4)c(=S)[nH]c3c2)cc1 (centres undefined)
→ 5	-3	109	-3	2	119	2	91	/
CCOc1ccc2c(c1)C(=O)c1cc(OCC(=O)O)ccc1-2
→ 0	1	106	6	4	99	0	101	-2.0
CCOC(=O)c1cnn(-c2ccccc2)c1-n1cccc1C(=O)C(=O)N(C)C
→ 1	6	89	9	0	96	1	103	-0.1
N#CC1=C(N)OC2=C(C(=O)CC(c3ccco3)C2)C1c1ccc(OCc2c(F)cccc2Cl)cc1 (centres undefined)
→ 2	-6	97	-5	7	106	9	92	1.3
CN1CCN(c2nc(Nc3ccc(F)cc3)nc(Nc3ccc(F)cc3)n2)CC1
→ 0	0	99	15	-1	97	-3	102	-0.6
CC1CCCCC1NC(=O)CCS(=O)(=O)c1cccc2nonc12 (centres undefined)
→ 0	1	92	-5	7	91	4	96	1.4
Cc1ccc(Cn2c(CN3CC(C)OC(C)C3)nc3c2c(=O)n(C)c(=O)n3C)cc1 (centres undefined)
→ 2	1	99	14	-2	98	0	85	0.4
C1CCN(c2nc3nonc3nc2N2CCCC2)C1
→ 0	6	103	5	9	102	3	100	-1.4
COc1ccc(OC)c(S(=O)(=O)N2CCC(C(=O)NCc3ccccc3)CC2)c1
→ 5	-5	108	6	1	99	-1	103	0.9
CN(C(=O)c1cccc(Br)c1)C1CCS(=O)(=O)C1 (centres undefined)
→ 0	0	104	6	5	104	3	100	1.6
COc1ccc(-c2cn(Cc3cccc(OC)c3)nn2)cc1
→ 0	7	101	24	0	99	1	105	-2.6
CC(C)(CN=C1NS(=O)(=O)c2ccccc21)CNC(=O)c1ccccc1
→ 4	5	102	-15	6	98	9	92	-2.9
Cc1nn(C)c(C(=O)N/N=C/c2ccc(-c3ccccc3)cc2)c1Cl
→ 2	0	106	1	8	104	10	99	0.4
COC(=O)C1CCN(C(=O)c2cc3c(=O)n4cccc(C)c4nc3n2Cc2ccccc2)CC1
→ 0	-8	106	4	1	100	1	107	1.0
CCc1cccc(C)c1NC(=S)N(CCCN1CCN(C)CC1)Cc1cccs1
→ 1	-5	102	-23	-3	100	-2	94	-1.2
Cc1ccc(NC(=O)C2C3C=CC4(O3)C2C(=O)N(CCCN2CCCC2)C4C(=O)NC2CCCCC2)cc1Cl (centres undefined)
→ 0	-5	109	-1	0	108	-13	98	0.7
CC(C(=O)NCc1ccccc1)N(Cc1ccccc1Cl)C(=O)c1snc(C(N)=O)c1N (centres undefined)
→ 0	5	107	7	4	98	-1	99	1.0
CN(C)N(C(=O)c1cc(-c2cccs2)nn1-c1ccccc1)C1CCS(=O)(=O)C1 (centres undefined)
→ 2	-6	96	-2	3	95	0	103	/
CCOc1ccc(NCc2cccn2-c2nnc(N3CCC(C(=O)NCCCN4CCCCC4)CC3)s2)cc1
→ 0	0	108	9	2	104	1	96	0.1
CC[C@H](C)[C@@H]1NC(=O)c2cc([N+](=O)[O-])cc(I)c2NCC[C@@H](C(N)=O)NC(=O)[C@H](CCCN=C(N)N)NC1=O
→ 0	2	83	1	2	86	-9	89	/
Cc1cnc(C(=O)OCc2cc(=O)n3c(C)cccc3n2)cn1
→ 1	9	96	-6	/	102	/	97	/
CCCS(=O)(=O)N1CCN(C(=O)CCC2CCCC2)CC1
→ 0	-4	91	12	1	88	1	112	0.5
Cn1c(Sc2ccc(Cl)cc2)c(C=O)c2ccccc21
→ 0	-1	/	-1	4	108	-1	111	1.9
Cc1cc(C)c2c(=O)[nH]n(C(C)C)c2n1
→ 0	-1	106	9	8	100	6	105	-2.7
CCC(C)NC(=O)CS(=O)Cc1nc(-c2ccccc2C)oc1C (centres undefined)
→ 0	7	93	-11	2	98	8	104	1.7
COc1ccc(N2C(=O)C(F)(F)C2c2cccc(F)c2)cc1 (centres undefined)
→ 3	5	111	0	4	100	1	91	-3.4

(more compounds)
Second line of a record – GRK2 aptamer HTS	GLD-1 RNA inh	AGP1-GFP MLPCN	VLA-4 inh	Bcl-xL primary	CIT2 TOR yeast	MCL1-BIM inh	CR mimetic SO	MEX-5 binding
Cc1cc(C(=O)N/N=C/c2ccc(-c3cccc([N+](=O)[O-])c3)o2)n[nH]1
→ 1	0	108	3	11	106	9	127	-1.5
COc1ccc2oc3cc(C)[n+]([O-])c(-c4ccc(C)cc4)c3c2c1
→ 0	-1	99	-6	3	106	3	98	0.2
Cc1ccccc1OCc1nnc(SCC(=O)Nc2ccc3nc(SCC(=O)Nc4ccccc4)sc3c2)n1C
→ 0	2	104	-1	2	105	6	91	-1.5
O=C(CSC1c2ccccc2C(=O)N1c1ccccc1)N1CCOCC1 (centres undefined)
→ 5	-2	100	4	0	96	4	89	-1.6
N#CC(C#N)=NNc1ccc([N+](=O)[O-])cc1
→ 2	-7	99	26	2	94	-15	124	3.1
CCc1ccc(OCCCCCn2ccnc2)cc1
→ 1	/	103	3	/	99	/	86	2.9
CN(CCC1CCCCO1)C(=O)CCc1nnc(CCc2ccccc2)o1 (centres undefined)
→ 0	4	94	-9	4	93	6	102	-2.1
O=C(O)c1ccccc1-c1ccccc1C(=O)Nc1cccc(-c2nc3ccccc3o2)c1
→ 2	3	104	1	8	95	-2	98	4.6
COCCCNc1nc2c(c(=O)[nH]c(=O)n2C)n1CCCc1ccccc1
→ 2	-6	85	15	3	80	5	94	0.1
COC(=O)CSc1c(-c2ccccc2)c2cc(Cl)ccc2[nH]c1=O
→ 0	7	103	-15	-1	/	7	103	-3.2
CCOC(=O)CSc1nc(C)nc2c1sc1nc(C)c(C(C)=O)c(-c3ccc(OC)cc3)c12
→ 7	6	87[may fluoresce red and violet]	6	-1	?	-9	79	-0.6
Cc1ccccc1NC(=O)c1ccc2nccnc2c1
→ 1	-2	98	16	10	93	-2	89	-0.7
CCn1cc(C(=O)OCC(=O)Nc2cccc(C)c2)c(=O)c2ccc(C)nc21
→ 0	9	86	0	2	99	-5	103	0.1
CCCCN(C)C(=O)CCC(=O)Nc1ccc2nc(N3CCOCC3)cc(C)c2c1
→ 0	3	98	6	3	99	2	101	1.6
CC(C)[C@H](NC(=O)NCc1cccs1)C(=O)O
→ 0	0	97	-6	-2	100	4	91	-0.5
O=C(COc1ccccc1O)c1cccs1
→ 0	1	89	-2	2	99	8	92	0.8
C[C@]12C=C[C@H](O)CC1=CCC1C2CC[C@@]2(C)C1CCC21OCCO1 (some centres undefined)
→ 5	4	110	1	/	84	/	80	/
O=C(NC1CCCCCCC1)C1=COCCO1
→ 2	-3	99	1	3	96	-4	92	-3.1
O=C(c1ccccc1O)N1N=C(c2ccccc2)CC1(O)C(F)(F)F (centres undefined)
→ 0	-1	98	-1	-4	104	-1	102	0.6
CCOc1ccc(CCNC(=O)c2ccc3c(=O)[nH]c4c(C(=O)NC(C)C)sc(=S)n4c3c2)cc1
→ 2	6	95	-10	4	97	11	97	-4.7
Cn1c(N)c(C(=O)COC(=O)/C=C/c2cccc(F)c2)c(=O)n(C)c1=O
→ 0	1	103	13	2	93	6	114	/
